# Bioassay records deposited in PubChem BioAssay by several laboratories.
# FBA Mtb inh: Mtb FBA enzyme inhibitors, primary screen, biochemical, fluorescence, strain H37Rv | purified M. tuberculosis FBA, fluorescence read-out | Fructose-bisphosphate aldolase (Mycobacterium tuberculosis (strain ATCC 25618 / H37Rv)), … | AID 588726, 2011 | actives 2.3% (n = 360,000) | inhibition, % at 1 µM; in the data active means inhibition above about 27%;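 further: 0% = vehicle and 100% = reference inhibitor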
# FadD28 binding: inhibitors of FadD28 bisubstrate probe binding, primary screen, biochemical, fluorescence polarization, single point. Mycobacterium tuberculosis FadD28 fatty-acid-AMP ligase. inhibition, % at 12.5 µM. actives 0.22% (n = 360,000). AID 588549, 2011; in the data active means inhibition above about 8.5%, passing the limit was not always enough; inconclusive means no clear call, values can overlap the other calls
# Rv3671c inh: Rv3671c serine protease inhibitors, primary screen, biochemical, fluorescence polarization, M. tuberculosis H37Rv | P9WHR9 | inhibition, % at 5.96 µM | actives 0.048% (n = 320,000) | AID 2606, 2010; in the data active means inhibition above about 38%;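 further: extracellular domain of Rv3671c used as enzyme; 0% = enzyme with DMSO and 100% = no enzyme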
# Target sequence (P9WHR9 whole entry, looked up, the tested form may be a part): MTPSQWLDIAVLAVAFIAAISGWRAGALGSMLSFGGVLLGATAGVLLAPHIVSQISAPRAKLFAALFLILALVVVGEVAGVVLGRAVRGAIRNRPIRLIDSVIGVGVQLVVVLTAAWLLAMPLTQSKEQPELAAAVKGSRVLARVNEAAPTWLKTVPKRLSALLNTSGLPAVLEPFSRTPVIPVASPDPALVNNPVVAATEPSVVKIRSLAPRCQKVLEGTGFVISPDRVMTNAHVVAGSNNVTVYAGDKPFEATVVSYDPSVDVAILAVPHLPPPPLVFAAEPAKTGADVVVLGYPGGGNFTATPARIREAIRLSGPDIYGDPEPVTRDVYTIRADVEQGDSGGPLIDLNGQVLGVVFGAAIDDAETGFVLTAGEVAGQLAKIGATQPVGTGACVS
# BioA inh: M. tuberculosis BioA enzyme inhibitors, primary screen, biochemical, plate reader, single point, HTS. 7,8-diaminopelargonic acid synthase BioA (Mycobacterium tuberculosis). purified M. tuberculosis BioA enzyme. inhibition, % at 9.99 µM. actives 0.096% (n = 360,000). AID 602481, 2012; in the data active means inhibition above about 40%; inconclusive means no clear call, values can overlap the other calls
# BoNT-F LC inh: BoNT/F light chain protease inhibitors, primary screen, biochemical, flow cytometry, MLPCN library. Botulinum neurotoxin type F light chain protease (Clostridium botulinum). Multiplex microsphere protease cleavage assay. inhibition, % at 10 µM. actives 0.22% (n = 360,000). AID 588497, 2011; in the data active means inhibition above about 35%, passing the limit was not always enough; inconclusive means no clear call, values can overlap the other calls; further: plate controls were buffer without enzyme for full effect and enzyme alone for no effect
# PrPC surface inh: inhibitors of human cell surface prion protein PrPC, primary screen, cell-based, TR-FRET. TR-FRET read-out. inhibition, % at 13.8 µM. actives 0.43% (n = 370,000). AID 720596, 2013; in the data active means inhibition above about 24%; further: 0% = median of the test wells and 100% = reference compound wells
# GDH-TPI counter: GDH-TPI coupling enzyme inhibitors, primary screen, artefact control for M. tuberculosis FBA inhibitor project, biochemical, absorbance, full deck; GDH-TPI coupled enzyme counterscreen, NADH absorbance; inhibition, % at 4.8 µM; actives 1.2% (n = 360,000); AID 588335, 2011; in the data active means inhibition above about 30%;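 further: 0% = DMSO wells and 100% = wells lacking the enzyme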
# MazF activator: activators of E. coli MazEF toxin-antitoxin RNase, primary screen, biochemical, fluorescence, uHTS | Endoribonuclease toxin MazF (Escherichia coli (strain K12)), P0AE70 | FAM/BHQ RNA-DNA oligo cleavage fluorescence, 5 h | actives 0.32% (n = 350,000) | activation, % at 20 µM; in the data active means activation above about 50%
# Target sequence (P0AE70 whole entry, looked up): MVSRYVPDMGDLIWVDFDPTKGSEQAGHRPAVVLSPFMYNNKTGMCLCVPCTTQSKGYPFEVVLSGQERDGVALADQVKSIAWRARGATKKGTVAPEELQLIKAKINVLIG
# Mtb UGM inh: M. tuberculosis UGM enzyme inhibitors, primary screen, biochemical, fluorescence polarization, single point | purified UGM, fluorescence polarization probe displacement | AID 504406, 2011 | inhibition, % at 10 µM | actives 0.06% (n = 320,000); in the data active means inhibition above about 10%, passing the limit was not always enough; inconclusive means no clear call, values can overlap the other calls
# Target sequence (P9WIQ1 whole entry, looked up): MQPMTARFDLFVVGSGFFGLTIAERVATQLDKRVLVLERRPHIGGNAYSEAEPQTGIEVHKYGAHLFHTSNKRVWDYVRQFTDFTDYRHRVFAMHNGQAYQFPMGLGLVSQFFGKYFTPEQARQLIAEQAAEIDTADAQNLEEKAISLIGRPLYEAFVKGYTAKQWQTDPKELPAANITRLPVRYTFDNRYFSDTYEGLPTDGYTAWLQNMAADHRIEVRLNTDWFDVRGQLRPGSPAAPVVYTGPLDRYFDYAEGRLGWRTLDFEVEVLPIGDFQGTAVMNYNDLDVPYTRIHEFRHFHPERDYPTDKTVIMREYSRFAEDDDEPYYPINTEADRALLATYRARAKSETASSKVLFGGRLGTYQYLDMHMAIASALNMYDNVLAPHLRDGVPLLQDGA
# * hit, by the source's call; ? = inconclusive; · = not tested or not shown. No enrichment for hits; any-hit rate near 4.8%.
# Each structure is followed by: FBA Mtb inh	FadD28 binding	Rv3671c inh	BioA inh	BoNT-F LC inh	PrPC surface inh	GDH-TPI counter	MazF activator	Mtb UGM inh
- COc1ccc(C)cc1NC(=O)CSc1nnc(-c2ccc(Br)cc2)o1
    -4	?	-15	-1.6	1	-1	2	-3	2.0
- O=C(Nc1ccc(Cl)c(C(F)(F)F)c1)[C@@H]1CC=C[C@@H]2CCN(C3CC3)C(=O)[C@@H]21
    -2	-1.5	-2	-0.5	-4	8	7	2	-3.0
- COc1ccc(-n2c(SC3CCOC3=O)nc3ccccc3c2=O)cc1OC (stereo unspecified)
    3	-2.0	0	16	1	0	1	0	0.8
- O=C(NCc1ccccc1)c1cc2ccccc2o1
    -1	-1.4	-6	9.1	-2	-2	-5	-2	-0.1
- CC1Oc2ccccc2OC1(O)c1ccc2ccccc2n1 (stereo unspecified)
    -1	-0.5	-4	·	3	1	8	8	-2.9
- CCOC(=O)CSc1cc(=O)n(C)c2cc(Cl)ccc12
    -2	-4.2	-7	-0.1	2	-1	4	1	-1.6
- CCN1CCN(c2cc(SC(C)C)nc(-c3ccc(OC)cc3)n2)CC1
    7	-3.5	·	-0.5	1	-4	-8	-5	·
- CCCN(c1ccccc1F)S(=O)(=O)c1cc(-c2cc(C)no2)ccc1OC
    -2	0.0	-8	-0.8	-2	7	4	-2	2.4
- COC(=O)c1nc2n(n1)C(c1ccc(OC)c(OC)c1)C(C(=O)OC1CCCCC1)=C(C)N2 (stereo unspecified)
    -1	-2.3	9	-2.1	-6	-1	7	6	0.0
- O=C(c1ccc(Cl)cc1)N1CCCC(C(=O)N2CCCCC2)C1 (stereo unspecified)
    4	-1.5	-7	-1.0	-3	6	1	-1	0.7
- COc1ccccc1C1=NOC(C)(c2sc(-c3ccccc3)nc2C)C1 (stereo unspecified)
    0	-2.2	-10	-1.7	2	-4	4	9	-3.0
- Cc1ccc2oc3nc(C)c(C(=O)Nc4cccc(C(F)(F)F)c4)cc3c(=O)c2c1
    2	-3.2	-5	0.4	2	·	15	10	-1.7
- Nc1ccccc1-c1ccn[nH]1
    11	-3.1	·	-1.0	-4	-3	-4	8	·
- C/C(=N/NC(=O)CN1CCN(Cc2ccccc2Cl)CC1)c1ccncc1
    -1	-0.6	0	·	-4	-8	5	-1	-3.1
- O=C(O)CC/C(=N\Nc1ccc([N+](=O)[O-])cc1)c1ccccc1
    -14	1.9	9	3.5	-2	1	10	-13	-1.8
- CC(=O)c1c(C)[nH]c(C(=O)OCC(=O)NCCc2ccc(F)cc2)c1C
    -3	-5.0	0	5.3	-9	-2	-3	-7	0.8
- COc1cccc(C(=O)C[n+]2ccccc2/C=N/O)c1
    8	-0.9	-1	·	-10	-16	18	-2	-1.3
- c1ccc2c(c1)CCN(c1nc(CN3CCOCC3)nc3sc4c(c13)CCCC4)C2
    3	-0.6	4	6.8	4	4	7	-10	-2.4
- CCN1CCN(S(=O)(=O)c2ccc(Cl)c(C(=O)Nc3nnc(CC(C)C)s3)c2)CC1
    1	-1.7	1	-1.4	-2	5	-4	-3	0.7
- CCOC(=O)/C(C(=O)Nc1ccc(Br)cc1)=C1/NC(C)(C)Cc2ccccc21
    0	-1.6	-14	·	-3	12	4	7	-4.1
- CC(=O)c1sc(N/N=C2\CC3CC2C(C)C3(C)C)nc1C (stereo unspecified)
    1	-0.9	14	·	-4	1	19	10	-2.1
- COC(=O)c1sccc1NC(=S)Nc1cc(C)cc(C)c1
    0	1.2	0	-0.1	-5	-4	21	7	-3.1
- C=CCNC(=S)N1CCN(CCN=CC2=C(O)CC(c3ccco3)CC2=O)CC1 (stereo unspecified)
    -10	-0.4	3	·	-10	-7	-6	4	-2.6
- Cc1nnc(SCc2ccccc2Cl)n(N)c1=O
    -5	-3.6	2	-1.1	-4	3	7	3	-2.2
- Cc1ccc(NC(=O)CSc2nc(O)cc(=O)n2C)cc1
    6	-1.2	3	0.0	19	0	3	5	1.0
- CCc1noc(C)c1C(=O)NNC(=O)COc1ccc(C)cc1
    0	20*	5	·	?	1	6	3	1.4
- Cc1ccc(C)c(C(=O)CCC(=O)N2CCN(c3cccc(C(F)(F)F)c3)CC2)c1
    3	-0.5	-3	-2.0	-4	-1	3	-2	-0.1
- COc1ccc(OC)c(NC(=O)C2CCN(c3ncccn3)CC2)c1
    0	-3.7	-2	4.4	-1	8	-13	2	0.3
- COc1ccc(S(=O)(=O)N2CCCC2CNC(=O)c2cccc(OC)c2)cc1 (stereo unspecified)
    -1	-1.6	2	1.3	-13	-3	4	-5	-3.0
- Cc1ccc(S(=O)(=O)N2CCCCC2)cc1C(=O)NC1CC(C)(C)NC(C)(C)C1
    -3	-3.1	10	-2.0	-7	0	-2	1	0.2
- O=C(Nc1ccccc1F)c1ccccc1-c1ccccc1
    0	-4.2	-3	·	-3	0	1	4	0.5
- NC1=NC(c2ccccc2)CC(=O)N1 (stereo unspecified)
    1	-0.4	·	2.1	3	0	8	1	·
- CN(/N=C/c1ccc(Br)o1)C1=NS(=O)(=O)c2ccccc21
    -3	-0.1	8	-1.6	5	-6	18	6	-0.8
- CCc1nnc(N/N=C/c2ccc(-c3ccc([N+](=O)[O-])cc3)o2)n1N
    -13	0.2	-17	·	-3	-41	6	7	-0.7
- COC(=O)c1cc(S(=O)(=O)N2CCN(c3cccc(C)c3)C(C)C2)c[nH]1 (stereo unspecified)
    -4	0.5	-1	·	-3	1	6	2	-2.2
- CCOc1ccc(OCC)c(NC(=O)C2CCCN(S(=O)(=O)c3c(C)noc3C)C2)c1 (stereo unspecified)
    3	-3.9	2	0.0	?	-12	-1	-5	2.2
- CS(=O)(=O)N(CC(=O)NCc1ccncc1)c1ccc(F)c(Cl)c1
    4	-1.3	0	·	-6	-6	6	2	2.8
- Clc1cccc(CNCCc2c[nH]c3ccccc23)c1
    2	-1.4	-2	-0.4	-35	4	3	6	0.5
- COc1cc(OC)c(C(=O)NCc2ccc3c(c2)OCO3)cc1OC
    -2	-4.3	-3	17	?	5	7	6	-0.6
- C/C(=N\NC(=O)c1cc(C)nc2ccccc12)c1ccc([N+](=O)[O-])cc1
    -4	-2.7	-2	0.9	-12	-11	11	4	-0.9

# Nothing new here: 3 of the compounds above.
# Each structure is followed by: FBA Mtb inh	FadD28 binding	Rv3671c inh	BioA inh	BoNT-F LC inh	PrPC surface inh	GDH-TPI counter	MazF activator	Mtb UGM inh
- NC1=NC(c2ccccc2)CC(=O)N1 (stereo unspecified)
    1	-0.4	·	2.1	3	0	8	1	·
- CN(/N=C/c1ccc(Br)o1)C1=NS(=O)(=O)c2ccccc21
    -3	-0.1	8	-1.6	5	-6	18	6	-0.8
- CCc1nnc(N/N=C/c2ccc(-c3ccc([N+](=O)[O-])cc3)o2)n1N
    -13	0.2	-17	·	-3	-41	6	7	-0.7

# (more compounds)
# Each structure is followed by: FBA Mtb inh	FadD28 binding	Rv3671c inh	BioA inh	BoNT-F LC inh	PrPC surface inh	GDH-TPI counter	MazF activator	Mtb UGM inh
- O=c1oc(CCO)cc2ccccc12
    3	1.4	-4	-3.7	-5	-1	3	6	-1.8
- O=C(CN1Cc2ccccc2C1=O)Nc1ccc2c(c1)OCCO2
    2	-0.5	3	-0.8	-1	-1	4	-3	-1.2
- CCOC(=O)CNC(=O)CSc1nc2ncc(Br)cc2[nH]1
    1	0.0	-3	-2.0	-9	-7	2	6	1.2
- CCCCn1c(N)c(N(Cc2ccccc2OC)C(=O)c2cc(CC)c(C)s2)c(=O)[nH]c1=O
    4	-0.7	-7	0.1	-8	-6	3	-14	1.6
- Cc1cc(N2CCN(C(=O)Nc3ccc(F)cc3F)CC2)c2ccccc2n1
    0	-2.1	8	-4.2	-18	·	15	0	-0.6
- O=C(CN1C(=O)NC2(CCCC2)C1=O)OCc1ccccc1
    0	-3.1	-4	-0.5	4	-3	-4	0	-0.6
- Cn1c(=O)oc2cc(S(=O)(=O)N3CCC(C(=O)NCC4COc5ccccc5O4)CC3)ccc21 (stereo unspecified)
    1	0.4	1	-0.1	-5	-4	8	5	0.2
- COC(=O)[C@H](CC(C)C)NC(=O)/C=C/[C@H]1O[C@@H](n2cc(C)c(=O)[nH]c2=O)C[C@@H]1O
    -1	-0.9	·	0.6	-2	-5	·	·	·
- COC(=O)[C@H]1C[C@@]2(O)CN(S(=O)(=O)c3ccc(C)cc3)C[C@@]2(OC(=O)NCc2ccc(OC)c(OC)c2)C[C@H]1C(=O)OC
    1	-0.3	·	-0.2	-3	7	3	8	·
- COc1ccc(-c2cc(-c3cccs3)c(C#N)c(SCC(=O)NCc3ccco3)n2)cc1
    7	-6.8	2	0.0	6	·	-3	-28	-1.2
- O=C(Cn1cnc2c(oc3nc4c(cc32)CCCC4)c1=O)Nc1ccccc1
    1	-1.1	-33	-1.3	4	-8	10	6	-1.3
- COc1ccc(F)c(CN2CCCC(CNS(=O)(=O)c3cccc4cccnc34)C2)c1 (stereo unspecified)
    1	-1.9	-3	-2.2	1	-15	0	-6	-4.7
- CC1(C(=O)O)C=CCN1C(=O)c1ccccc1 (stereo unspecified)
    -1	-3.2	6	-0.3	-1	2	-5	6	1.7
- Cn1c(SCC(=O)c2ccc(F)cc2)ncc(C(=O)Nc2ccccc2)c1=O
    0	-0.4	3	-1.3	·	4	4	-33	-3.5
- Cc1ccc(C(=O)NNC(=O)C2CCCN(c3ncccn3)C2)cc1 (stereo unspecified)
    3	-2.7	1	-0.1	-9	6	1	0	0.5
- CC(=O)c1c(C)n(-c2ccccc2)c2ccc(O)cc12
    0	-0.9	-4	2.5	-2	-9	7	7	1.4
- Oc1cccnc1SCc1ccccc1
    -1	-0.8	-3	-1.2	2	8	8	1	0.6
- CCC(C)NS(=O)(=O)c1ccc(OCC(=O)NCc2cccnc2)cc1 (stereo unspecified)
    -1	-0.5	-4	0.9	-11	-2	5	1	2.0
- O=C(COC(=O)Cn1cnc2ccccc21)Nc1cccc(S(=O)(=O)N2CCOCC2)c1
    2	-1.4	8	·	-7	8	3	-8	-1.3
- COc1ccc(-n2c3c(cc(C(=O)NCc4ccco4)c2=O)C(=O)CC(C)(C)C3)cc1
    5	-1.5	-7	·	-3	9	3	4	2.0
- COc1cc(CNC(=O)c2cc(-c3cc(F)ccc3OC(C)C)n[nH]2)cc(OC)c1
    -5	-8.5	·	-2.3	-5	7	7	·	·
- CC(C)(C)NC(=O)C(c1ccc(O)cc1)N(C(=O)CCC(=O)Nc1nccs1)c1ccc(F)cc1 (stereo unspecified)
    2	-1.0	-3	·	-7	1	-4	15	-0.5
- O=C(N/N=C/c1ccc(Sc2nc3ccccc3[nH]2)o1)c1ccncc1
    -2	-3.0	-1	0.6	-2	-5	27	12	0.5
- Cc1cc(C)n(C2CC(=O)N(c3ccccc3)C2=O)n1 (stereo unspecified)
    0	1.1	3	-1.4	-6	-3	-2	4	1.1
- CCOC(=O)C1(Cc2ccc(OC)cc2)CCN(C(=O)CN2CCN(CC)CC2)CC1
    2	0.6	-6	-0.8	4	-7	3	1	1.4
- CCC(=NCc1ccco1)c1c(O)[nH]c(=O)[nH]c1=O
    2	0.7	-1	·	-11	-2	3	-1	2.9
- Cc1noc(NS(=O)(=O)c2ccc(NC(=O)c3oc4ccc(Cl)cc4c3C)cc2)c1C
    -4	4.6	-3	4.7	-2	3	8	5	1.6
